mcGAS lum: mouse cGAS inhibition by luminescence; inhibition, % at 12.5 µM; hit rate 0.15% among 160,000; recombinant cGAS, Kinase-Glo ATP depletion luminescence;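 also: 0% = negative control wells and 100% = reference inhibitor with no enzyme activity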
NPYLR7 agonist: mosquito NPYLR7 agonism; HEK293T NPYLR7/Galpha15, GCaMP6s calcium fluorescence; activation, % at 10 µM; hit rate 0.15% among 270,000; AID 1259423; in the data active = activation above about 40%;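 also: 0% = vehicle and 100% = reference agonist at the receptor; some compounds past the cut are filed as inactive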
hcGAS lum: human cGAS inhibition | Q8N884 | recombinant h-cGAS, ATP depletion, Kinase-Glo luminescence | inhibition, % at 12.5 µM | hit rate 0.081% among 290,000 | AID 1259398;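 also: 0% = vehicle reaction and 100% = reaction without DNA for no activity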
Target sequence (Q8N884 whole entry, looked up): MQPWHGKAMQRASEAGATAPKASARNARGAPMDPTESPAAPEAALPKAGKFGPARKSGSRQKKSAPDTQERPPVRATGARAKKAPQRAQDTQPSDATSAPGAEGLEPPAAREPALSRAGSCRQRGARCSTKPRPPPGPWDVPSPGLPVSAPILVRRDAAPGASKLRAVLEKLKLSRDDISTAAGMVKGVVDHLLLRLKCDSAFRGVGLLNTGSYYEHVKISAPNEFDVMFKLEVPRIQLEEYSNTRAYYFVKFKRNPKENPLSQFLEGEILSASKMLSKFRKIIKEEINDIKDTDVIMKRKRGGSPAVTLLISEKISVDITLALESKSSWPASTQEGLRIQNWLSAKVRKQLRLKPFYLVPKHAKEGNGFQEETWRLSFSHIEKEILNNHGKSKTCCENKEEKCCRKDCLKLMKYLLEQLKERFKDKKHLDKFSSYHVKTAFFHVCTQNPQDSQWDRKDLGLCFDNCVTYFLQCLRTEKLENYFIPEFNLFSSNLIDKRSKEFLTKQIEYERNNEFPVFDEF
* hit, by the source's call; x = no result given; & = joins results of further samples. Rule as the data show it, unless noted: active = inhibition above about 40%; inactive = the rest.

SMILES	mcGAS lum	NPYLR7 agonist	hcGAS lum
COCCNC(=O)c1cc(-c2cccc(OC)c2)n2nc(-c3ccccc3)cc2n1	-2	2	-3
Cc1nc(-c2ccccc2)nc(N2CCN(C(=O)N(C)C)CC2)c1Cc1ccc([N+](=O)[O-])cc1	-8	x	-8
CCCN(Cc1ccccc1OC)C(=O)c1cc(C)c(C)s1	1	-13	1
CCOc1ccc(C)cc1S(=O)(=O)NCc1ccco1	-8	14	-4
COc1ccc(-n2ncc(C(C)NCc3c(C)nn(C(C)C)c3C)c2C)cc1 (stereo not given)	-9	0	-8
Cc1ccccc1C1=NOC(CNCc2ccc(C(F)(F)F)cc2)C1 (stereo not given)	0	-4	1
CCN1CCN(C(C)(C)CNc2nc(C)cc(C3CCC3)n2)CC1	x	-6	-7
O=C(NCc1ccccc1O)C1CCN(C(=O)c2cccc3ccccc23)CC1	-10	-3	-8
CCOC(=O)CC(=O)c1sc(SCc2ccccc2)nc1N	-7	2	-3
CCCCOC1CC(N(C)C(=O)Cc2cccnc2)C1(C)C (stereo not given)	x	7	-16
O=C(/C=C/c1ccc(-n2ccnc2)cc1)N1CCN(C(=O)C2CC2)CC1	-14	13	-10
O=C(c1cccs1)N1CCN(S(=O)(=O)c2cccc(Cl)c2)CC1	-10	7	-5
N=c1oc2c([N+](=O)[O-])cc(Cl)cc2cc1-c1nc2ccccc2s1	x	-3	-23
COc1cc(NC(=O)CCC2CCCN(C(=O)c3ocnc3C)C2)cc(OC)c1 (stereo not given)	x	1	-9
CCOc1cc(-c2nccn2Cc2cc(-c3cccnc3)no2)ccc1O	-15	13	-1
O=C(CSc1n[nH]c(=O)c2cc(-c3ccco3)nn12)NCc1ccccc1Cl	6	1	-2
O=C(CN(Cc1ccco1)Cc1cccs1)Nc1cc(F)cc(F)c1	-7	-4	-7
COc1cccc(CN(Cc2ccc(F)cc2)Cc2nc(C(=O)NCc3ccco3)co2)c1	-5	16	-3
CCOC(=O)C1(CCCc2ccccc2)CCN(C(=O)/C=C/c2cnn(C)c2)CC1	-9&-3	13&15	-11&-7
COC(=O)c1ccc(CN(Cc2ccc(OC)cc2)C2CC2)o1	x	-5	-3
COc1ccc(OC)c(-n2c(C)c(C)n3c4c(=O)n(CC(C)=O)c(=O)n(C)c4nc23)c1	-5	3	-9
CCOC(=O)Nc1cc(C)nn1-c1nc(-c2ccc(F)cc2)cs1	-7	-6	-3
C/C(=C\c1ccc(C)cc1)C(=O)c1ccccc1	x	3	-11
Cc1nc(N2CCOCC2)sc1C(=O)NNS(=O)(=O)c1cccc(F)c1	x	3	-1
COCc1nc(N(C)Cc2cc(-c3cccnc3)no2)c2cnn(C)c2n1	x	6	-8
COc1cc(C2c3cccn3CCCN2Cc2cc(C)ccc2C)cc(OC)c1OC (stereo not given)	-5	32	-4
CCN(CC)C(=O)Oc1ccc2c(ccn2Cc2cccc(SC(F)(F)F)c2)c1-c1ccc(OC)c(OC)c1	-6	12	-2
O=C(COCc1ccccc1)N1CCN(c2cc(Oc3ccc(F)c(Cl)c3)ncn2)CC1	-11	-9	-6
CCOc1ccc(N=C2SC(C(=O)O)CC(=O)N2C)cc1 (stereo not given)	-6	-12	-6
CCCc1nc2ccc(NC(=O)c3ccccc3OC)cn2n1	-4	-9	2
CCc1ncc(C(=O)NC(c2ccccc2)c2ccco2)cn1 (stereo not given)	x	10	-2
CC(O)CN(Cc1cccc(F)c1)Cc1ccco1 (stereo not given)	-7	-5	-4
COc1ccc(-c2ccc(C3NCCc4[nH]cnc43)cc2)cn1 (stereo not given)	x	6	-9
O=C(c1ccc(-c2ccn[nH]2)cc1)N1CCC2(CCCNC2)C1 (stereo not given)	-15	0	-6
Cc1cccc(C)c1Oc1ncccc1CNC(=O)C1CCS(=O)(=O)CC1	-17	x	-4
COc1ccc(C2CC(C(F)(F)F)n3ncc(C(=O)N4CCCCC4)c3N2)cc1OC (stereo not given)	0	-9	-2
COC(=O)C1=C(C)N(C)C(C)=C(C(=O)OC)C1c1cccs1	-8	1	-3
O=C(c1cc(CN2CCOCC2)on1)N(Cc1ccccc1Cl)C1CC1	x	7	-8
COc1ccc(-c2onc(C)c2-c2ccccc2OC)c(O)c1	-7	4	-5
CSCC(C)OC(=O)c1cc(-n2cccn2)ccn1 (stereo not given)	x	-8	-2
CCc1[nH]nc(NC(=O)c2cc(-n3cccn3)ccn2)c1C	x	3	-8
CC(C)N(C)CCCCNS(=O)(=O)c1ccc(Br)s1	x	10	0
COc1ccc(Cl)cc1-c1ccc2c(c1)COCC(=O)N2C(C)C	x	11	-4
Cc1nc(NCCNC(=O)Nc2cccc(Cl)c2C)cc(N(C)C)n1	x	-1	-3
Cc1ccccc1C(=O)N1c2ccccc2CC1C(N)=O (stereo not given)	-6	-4	-2
Cc1csc2nc(CSc3nc4sc5c(c4c(=O)n3C)CCC5)cc(=O)n12	-5	2	-9
O=S(=O)(c1ccc(F)cc1)N1CCN(c2cc(Cl)ccc2Cl)CC1	x	-5	-13
CCN(Cc1noc(C)n1)C(=O)CC1CCc2ccccc21 (stereo not given)	x	9	0
COc1ccc(C(=O)N2CCN(c3nc(C(C)C)nc4sc(C)c(C)c34)CC2)cc1	-4	-11	-5
CCCCn1c(=O)c2oc3ccccc3c2n(CC(=O)Nc2c(C)cc(C)cc2C)c1=O	-6	3	-4
CCOC(=O)c1ccc2c(c1)nc(SCc1cccc(C(=O)OC)c1)n2CCOC	-6	1	-6
O=C(CCl)Nc1ncc(Cc2ccccc2)s1	22	-3	0
COc1cccc(F)c1C(=O)Nc1ccn(C)n1	x	4	-8
Cc1ccc(C(=O)NCCc2cc3ccc(C)c(C)c3[nH]c2=O)cc1C	x	5	-5
CCc1ncn(C)c1NC(=O)CCS(=O)(=O)c1ccc(C)cc1	x	0	-15
CCOC(=O)C1COc2cc(-c3oc4ccccc4c(=O)c3C)ccc2O1 (stereo not given)	x	-1	-3
O=C(COc1ccc(C2SCCCS2)cc1)NCc1nnc2ccccn12	-8	2	-4
CCOC(=NCCCN(C)C)NC(=O)c1ccc(C)cc1	-5	-3	-11
Cc1nc(-c2cccc(C(=O)NCCC3CCCN(C)C3)c2)no1 (stereo not given)	-10	9	-2
CCOCCCN(CC(=O)c1c(C)c(C(=O)OCC)n(CC)c1C)C(=O)c1cccc(C(F)(F)F)c1	-5	-8	-3

Next part
SMILES	mcGAS lum	NPYLR7 agonist	hcGAS lum
CCn1c(C2CCCNC2)nn(CCCn2cnnn2)c1=O (stereo not given)	x	5	-2
Cc1ccc(CN2CCN(Cc3ccc(F)cc3F)CC2CCO)o1 (stereo not given)	x	0	-8
CCOCC(=O)Nc1c(C)nc2ccccn2c1=O	x	2	-7
CNS(=O)(=O)c1ccc(C)c(NC(=O)C(C)Oc2cccc(C(C)(C)C)c2)c1 (stereo not given)	x	2	2
CCOC(=O)N1CCN(C(=O)Nc2ccc(C)cc2)CC1	x	-16	5
CC(C)(C)c1cc(CN(Cc2cccnc2)Cc2ccc3c(c2)OCO3)[nH]n1	-12	4	1
CC(C)(C)c1ccc(C(=O)Nc2cc(C(=O)Nc3ccc(Cl)cc3)ccc2N2CC3CC(C2)c2cccc(=O)n2C3)cc1 (stereo not given)	x	-7	-6
CCCSc1nc2c(c(=O)n(C)c(=O)n2C)n1Cc1ccccc1	x	1	-8
Cc1nc(N)sc1-c1n[nH]c(=S)n1C	x	-5&5	-5&-7
O=[N+]([O-])c1ccc(C=NC2=NN(c3ccccc3)CC2)cc1	2	-8	2
Cc1ccc(S(=O)(=O)NCCC(=O)Oc2cc(C)cc3oc(=O)cc(-c4ccccc4)c23)cc1	2	0	-21
CC(=O)NC(Cc1ccccc1F)C(=O)N1CCOC(Cc2ccccc2)C1 (stereo not given)	x	30	-4

An excerpt taken from the entries so far:
SMILES	mcGAS lum	NPYLR7 agonist	hcGAS lum
CCn1c(C2CCCNC2)nn(CCCn2cnnn2)c1=O (stereo not given)	x	5	-2
Cc1ccc(CN2CCN(Cc3ccc(F)cc3F)CC2CCO)o1 (stereo not given)	x	0	-8

(continued)
SMILES	mcGAS lum	NPYLR7 agonist	hcGAS lum
O=[N+]([O-])C1=C(N2CCOCC2)CS(=O)(=O)C1	x	-13	-6
CCOc1ccnc(NCCc2nccs2)n1	-12	-2	-9
O=C(O)[C@H]1C[C@]2(CCCCNC2=O)N(S(=O)(=O)c2cccs2)[C@H]1c1ccccc1	-5	2	16
C=CCN1N=C(C)Cn2c1nc1c2c(=O)n(CC=CC)c(=O)n1C	-8	-2	-4
COc1cccc(-c2cc(C(=O)N3CCC(C(N)=O)CC3)n(-c3cccc([N+](=O)[O-])c3)n2)c1	-5	-2	-3
COc1cc(NC(=O)CN2C[C@H]3C[C@H](O)[C@@H](O)C[C@H]3C2)cc(OC)c1	x	9	-3
O=S(=O)(OCC1CCCO1)c1ccc(Cl)cc1 (stereo not given)	x	4	-9
COc1ccc(C)cc1Nc1nc2c(S(=O)(=O)c3ccc(Cl)cc3)nnn2c2ccsc12	-7	-8	-4
COc1ccccc1S(=O)(=O)N1CCCc2cc(C(=O)O)ccc21	x	3	-9
CCC(=O)N(Cc1ccco1)Cc1cc(Cl)ccc1OCc1nc(CO)cs1	-6	4	1
Cc1nn(CCCC(=O)O)c(C)c1[N+](=O)[O-]	-5	2	-1
CC(C)CNC(=O)NC(=O)C1CCCCC1	x	-1	-5
OC(CCl)CN1CC[N+]2(CC1)CC[N+]1(CCN(CC(O)CCl)CC1)CC2 (stereo not given)	x	-11	-5
CC1CN(S(=O)(=O)c2cc3c4c(c2)C(C)C(=O)N4CCC3)CC(C)O1 (stereo not given)	x	17	-8
COC(=O)CCCNC(=O)c1ccc2nc(-c3cccc(OC)c3)oc2c1	x	3	-7
CC1(C(=O)O)CCCN1C(=O)c1cccc(F)c1 (stereo not given)	x	-3	-18
COc1ccc(C(=O)Nc2cc(=O)n(C)c(=O)n2C)cc1	-8	9	-7
Cc1noc(C)c1C(=O)Nc1nc2cc(C(C)(C)C)ccc2o1	-15	8	-4

Grouped by structure, those above containing a Cl atom.
SMILES	mcGAS lum	NPYLR7 agonist	hcGAS lum
O=C(c1cccs1)N1CCN(S(=O)(=O)c2cccc(Cl)c2)CC1	-10	7	-5
N=c1oc2c([N+](=O)[O-])cc(Cl)cc2cc1-c1nc2ccccc2s1	x	-3	-23
O=C(CSc1n[nH]c(=O)c2cc(-c3ccco3)nn12)NCc1ccccc1Cl	6	1	-2
O=C(COCc1ccccc1)N1CCN(c2cc(Oc3ccc(F)c(Cl)c3)ncn2)CC1	-11	-9	-6
O=C(c1cc(CN2CCOCC2)on1)N(Cc1ccccc1Cl)C1CC1	x	7	-8
COc1ccc(Cl)cc1-c1ccc2c(c1)COCC(=O)N2C(C)C	x	11	-4
Cc1nc(NCCNC(=O)Nc2cccc(Cl)c2C)cc(N(C)C)n1	x	-1	-3
O=S(=O)(c1ccc(F)cc1)N1CCN(c2cc(Cl)ccc2Cl)CC1	x	-5	-13
O=C(CCl)Nc1ncc(Cc2ccccc2)s1	22	-3	0
CC(C)(C)c1ccc(C(=O)Nc2cc(C(=O)Nc3ccc(Cl)cc3)ccc2N2CC3CC(C2)c2cccc(=O)n2C3)cc1 (stereo not given)	x	-7	-6
O=S(=O)(OCC1CCCO1)c1ccc(Cl)cc1 (stereo not given)	x	4	-9
COc1ccc(C)cc1Nc1nc2c(S(=O)(=O)c3ccc(Cl)cc3)nnn2c2ccsc12	-7	-8	-4
CCC(=O)N(Cc1ccco1)Cc1cc(Cl)ccc1OCc1nc(CO)cs1	-6	4	1
OC(CCl)CN1CC[N+]2(CC1)CC[N+]1(CCN(CC(O)CCl)CC1)CC2 (stereo not given)	x	-11	-5

Random draw from the library (roughly 0.29% active in at least one column).
